TSHR antag: human thyrotropin receptor antagonism; P16473; TSHR-expressing cells, TSH-stimulated cAMP HTRF, 2 h; stronger effect = lower value; activity change, negative = inhibition, % at 11.5 µM; 0.2% of 330,000 active; AID 504810;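 active = activity change below a set negative limit, meaning inhibition stronger than a set level, cut at about -70% in these data; inconclusive = activity change between two set negative limits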; note: % is set by controls: 0 for no effect and ±100 for the full control effect
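TSHR-expressing cells were treated with compounds, then stimulated with TSH at EC80 (4nM final) for 2 hours at 37 deg C. Cellular cAMP was measured by HTRF competition between lysate cAMP and cAMP-d2 for a cryptate-labelled anti-cAMP antibody.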
Tb PFK block: T. brucei PFK enzyme inhibition. O15648. T. brucei PFK, ADP-Glo luminescence. Potency, µM (doses to about 57.5 µM), for inactives: at the top dose activity, negative = inhibition, usual class: inhibitors. 0.17% of 330,000 active. AID 485367;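 note: potency is the fitted concentration of half-maximal effect; 0% = uninhibited 1x PFK enzyme wells and -100% = no-enzyme wells; nearly all actives have a fitted effect of over 60% in size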
Target sequence (O15648 whole entry, looked up): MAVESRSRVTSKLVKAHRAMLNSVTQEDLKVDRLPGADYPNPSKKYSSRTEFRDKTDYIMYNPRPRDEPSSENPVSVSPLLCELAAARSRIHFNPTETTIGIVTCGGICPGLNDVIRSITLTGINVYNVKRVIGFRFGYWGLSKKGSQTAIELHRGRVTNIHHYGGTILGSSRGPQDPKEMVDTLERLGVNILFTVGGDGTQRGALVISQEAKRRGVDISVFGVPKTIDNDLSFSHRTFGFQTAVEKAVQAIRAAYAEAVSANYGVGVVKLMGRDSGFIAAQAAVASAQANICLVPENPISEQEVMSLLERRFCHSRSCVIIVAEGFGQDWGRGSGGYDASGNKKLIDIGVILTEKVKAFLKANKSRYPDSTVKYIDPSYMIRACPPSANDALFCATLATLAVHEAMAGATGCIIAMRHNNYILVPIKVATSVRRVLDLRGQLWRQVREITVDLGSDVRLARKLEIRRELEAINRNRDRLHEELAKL
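PFK 1.25 nM, F6P 0.5 mM, ATP 0.1 mM, 0.1 M TEA pH 8.0, 5 mM MgCl2, 0.01% Tween20, 0.1% BSA; 45 min RT. ADP-Glo readout. qHTS titration up to 57 uM; curves fitted, compounds curve-classed.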
Integrin act MD: activates integrin-mediated alleviation for muscular dystrophy. Potency, µM (titrated, usually from 38.3 µM), inactives show at the highest dose activation, actives largely listed as activators. 0.064% of 350,000 active. alpha7betagal myoblasts, beta-gal FDG fluorescence, 48 h;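 note: potency is the fitted concentration of half-maximal effect; 100% = response of the positive control SU9516; nearly all actives have a fitted effect of over 60% in size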
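alpha7betagal+/- myoblasts (passage 13, 250/well) treated 48 h at 37C with compounds at 1:260 dilution of DMSO stock. Lysed, then beta-galactosidase activity read as FDG fluorescence (ex 480/em 540) after 30 min, with pre-read for autofluorescence.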
Mito fusion act: mitochondrial division inhibition or fusion activation; S. cerevisiae fusion-defective mutant growth rescue, CellTiterGlo 48 h; Potency, µM (top dose mostly 46.1 µM), inactives show at the top dose growth rescue (activation), usual class: activators; 0.23% of 320,000 active; AID 485298;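 note: potency is the fitted concentration of half-maximal effect; % of control where 0% means no effect; nearly all actives have a fitted effect of over 45% in size; temperature-sensitive fusion mutants such as fzo1-1 at 37 °C on non-fermentable ethanol glycerol medium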
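Compounds are tested for their ability to restore growth of mitochondrial fusion-defective yeast strains at non-permissive 37C in YPEG medium over 48 hours. Viability is quantified by luciferase luminescence.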
Eya2 phos inh: blocks the phosphatase activity of human Eya2; O00167; recombinant Eya2, OMFP fluorescence dephosphorylation (OMFP is methylfluorescein phosphate); Potency, µM (doses to about 76.9 µM), for inactives: top-dose activity, negative = inhibition, actives largely listed as inhibitors; 0.006% of 330,000 active; AID 488837; note: potency is the fitted concentration of half-maximal effect; % is set by controls: 0 for no effect and ±100 for the full control effect
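Eya2 protein (added as 0.2 uM solution) was preincubated with compound for 10 min at ambient temperature in 50 mM HEPES pH 7.5, 50 mM NaCl, 5 uM MgCl2, 0.05% BSA, 1 mM DTT. OMFP (added at 50 uM) then reacted 10 min; fluorescence read at 485/525 nm.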
TCR act: activates T cell receptor signaling; AID 504894; Potency, µM (doses to about 9.22 µM), for inactives: at the top dose activation of IL-2 secretion, most hits filed as activators; 330,000 tested, under 10 active; primary human leukocytes, anti-CD3, IL-2 HTRF, 48 h; note: % of control where 0% means no effect
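Readout: HTRF IL-2, Eu-cryptate/d2 antibody pair, 320nm excitation, 665nm emission. Stimulus: a-CD3 beads, no co-stimulation. Cells: primary human leukocytes. Exposure: 48 hr with compound.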
TSG101-PTAP inh: blocks PTAP/TSG101 interaction to inhibit HIV-1 budding; AID 493005; Potency, µM (series often up to 115 µM), inactives show at the top dose activity change, negative = inhibition, hits mostly inhibitors; Fluorescence polarization, FITC-PTAP peptide / Tsg101 binding; Q99816; 340,000 tested, under 10 active; active = well fitted inhibition curve with a large enough effect in the main read-out, with a control signal flat, not every such curve was filed as active; inconclusive = small, poorly fitted or top-dose-only effect, or effect the other way, or a change in a side signal; inactive = no such curve, though single readings can be large or run the other way; note: potency is the fitted concentration of half-maximal effect; % of control where 0% means no effect
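FP read-out: FITC-PTAP peptide, 50 nM final, binding Tsg101 binding domain, 10 uM final; 20 min, r.t.; 10 mM HEPES pH 7.5, 0.15 M NaCl, 0.01% Tween 20, 3 mM EDTA, 0.1 mM TCEP.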
AT treatment: potential ataxia-telangiectasia treatment; […] A-T fibroblasts, KAP-1 phosphorylation AlphaLISA; neocarzinostatin DNA damage 30 min before lysis; Potency, µM (highest dose often 57.5 µM), inactives show at the top dose activation, usual class: activators; 0.19% of 320,000 active; AID 485349; note: potency is the fitted concentration of half-maximal effect; % of control where 0% means no effect; nearly all actives have a fitted effect of over 45% in size
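ATM-like activity read as KAP-1 phosphorylation via AlphaLISA donor/acceptor antibody pairs after lysis and 6 hr at 25C. Cells were ATM-null patient fibroblasts ([…], hTERT), dosed 60 min, then exposed to the DSB inducer NCS for 30 min.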
Chronic BCR inh: inhibitors of chronic active B-cell receptor signaling | ABC-DLBCL IkBa-CBG/CBR reporter, luminescence ratio, 4 h | Potency, µM (top dose mostly 46.1 µM), for inactives: top-dose ratio change, negative = lower green/red ratio, hits mostly inhibitors | 0.05% of 340,000 active; active = well fitted inhibition curve with a large enough effect in the signal ratio, with a control signal flat, not every such curve was filed as active; inconclusive = small, poorly fitted or top-dose-only effect, or effect the other way, or a change in a side signal; the % refers to the signal ratio;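 note: potency is the fitted concentration of half-maximal effect; plate controls were basal doxycycline-induced cells for no effect and cells given 10 µM MG132 for full effect; MG132 reads +100%, hits lower the ratio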
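Doxycycline induced both beetle luciferases in TMD8 lymphoma cells; IKK-driven degradation limits the IkappaBalpha-fused green signal, while red luminescence normalises for cell number and nonspecific effects. Compounds tested up to 46 uM, 4 hrs.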
ASM inhibitor: inhibitors of human secretory acid sphingomyelinase | P17405 | AID 504937 | 0.006% of 340,000 active | placental ASM, HMU-PC fluorogenic substrate, 60 min | Potency, µM (series often up to 57.5 µM), for the others: top-dose activity change, negative = inhibition, hits mostly inhibitors; note: potency is the fitted concentration of half-maximal effect
Target sequence (P17405 47-631 limits assumed): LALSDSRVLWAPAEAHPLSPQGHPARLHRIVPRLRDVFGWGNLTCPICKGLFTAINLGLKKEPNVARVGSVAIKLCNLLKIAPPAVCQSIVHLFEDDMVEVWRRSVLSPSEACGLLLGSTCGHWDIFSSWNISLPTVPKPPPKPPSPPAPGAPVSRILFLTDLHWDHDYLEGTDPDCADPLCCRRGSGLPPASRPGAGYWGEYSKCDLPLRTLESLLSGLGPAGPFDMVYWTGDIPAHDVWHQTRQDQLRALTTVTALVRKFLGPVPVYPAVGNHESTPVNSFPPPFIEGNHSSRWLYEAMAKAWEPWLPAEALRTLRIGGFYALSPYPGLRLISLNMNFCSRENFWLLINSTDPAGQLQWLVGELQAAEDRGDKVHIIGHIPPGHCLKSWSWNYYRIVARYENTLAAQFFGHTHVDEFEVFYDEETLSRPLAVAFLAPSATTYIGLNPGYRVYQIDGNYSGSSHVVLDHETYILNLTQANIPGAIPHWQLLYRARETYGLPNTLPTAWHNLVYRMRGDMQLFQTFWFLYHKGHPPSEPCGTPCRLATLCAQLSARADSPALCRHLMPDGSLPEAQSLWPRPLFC
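Human placenta-derived ASM enzyme was preincubated with compound for 10 minutes at room temperature, then given fluorogenic substrate HMU-PC0 (9 uM final) for 60 minutes at 37 °C; a pH 10 stop preceded fluorescence reading at Ex 386/Em 447 nm.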
ELG1 repair inh: ELG1-dependent DNA repair inhibition | HEK293T ELG1-luciferase reporter, luminescence, 16 h; DNA damage induced by 5-fluorouridine | Potency, µM (highest dose often 46.1 µM), inactives show at the top dose activity change, negative = inhibition, usual class: inhibitors | 2.3% of 330,000 active | AID 504467; note: potency is the fitted concentration of half-maximal effect; % is set by controls: 0 for no effect and ±100 for the full control effect; nearly all actives have a fitted effect of over 55% in size
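Quantitative HTS, concentration-response format. 2,000 cells/well co-treated with 5-fluorouridine and compound, 16 hr in 5% CO2 at 37 °C; ONE-Glo luminescence read after 30 min.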
An asterisk follows results filed as active; ? = inconclusive; / = no result given; [ ] = remark or other dose. Unless noted, calls come from the whole dose curve; as a rule, active = well fitted curve in the direction sought with a large enough effect; inconclusive = small, poorly fitted or top-dose-only effect, or another doubt; inactive = no such curve, though single readings can be large; an effect the other way counts as inactive or inconclusive.

SMILES	TSHR antag	Tb PFK block	Integrin act MD	Mito fusion act	Eya2 phos inh	TCR act	TSG101-PTAP inh	AT treatment	Chronic BCR inh	ASM inhibitor	ELG1 repair inh
CCSc1nnc(N2C(=O)CC(c3ccsc3)C3=C2CC(C)(C)CC3=O)s1 (centres undefined)	-15.5	3.1%	12.2%	-0.5%	-8.8%	5.1%	-10.0%	19.9%	5.7%	-2.1%	?
COc1cc(/C(C#N)=C/c2cccc3ccccc23)c([N+](=O)[O-])cc1OC	-1.3	3.0%	0.0%	7.3%	2.2%	-7.9%	-3.3%	6.4%	0.2%	2.8%	-5.5%
COCCNC(=O)CN(Cc1ccc(Cl)cc1)S(C)(=O)=O	7.5	-1.0%	-0.4%	0.6%	12.3%	2.6%	-8.8%	-0.5%	8.3%	-1.1%	-0.2%
Cc1ncc(S(=O)(=O)c2ccccc2)c(-c2ccccc2)n1	5.7	6.9%	-4.0%	0.1%	24.5%	-6.7%	-8.4%	3.3%	8.8%	-2.3%	0.0%
COc1ccc(-n2nnnc2SCc2nc3ccccc3s2)cc1	-1.7	0.7%	-21.3%	1.1%	-0.7%	2.4%	1.4%	0.8%	?	16.6%	?
C/C(=N\Nc1ccc([N+](=O)[O-])cc1)c1ccc(C#N)cc1	-6.8	1.0%	1.2%	-4.2%	?	1.5%	2.8%	-7.0%	?	78.5%[activator]	-0.9%
COc1ccc(-c2cn(-c3cccc(C)c3)c(=O)[nH]2)cc1OC	4.8	1.6%	0.3%	-7.3%	?	9.3%	-5.0%	-3.3%	-19.5%	14.9%	-4.9%
Clc1ccc2oc3c(Cl)ncnc3c2c1	-35.7	0.1%	0.0%	-12.7%	-7.2%	-0.8%[46.1 µM]	0.1%	2.9%	-2.2%	-3.3%	?
COc1ccc(-n2ncc3c(=O)n(CC(=O)Nc4ccc5c(c4)OCCO5)cnc32)cc1	24.9	-1.8%	20.0%	1.1%	3.8%	-1.2%	-0.8%	-7.2%	-14.8%	-0.9%	?
Cc1sc2ncnc(NCc3ccccc3)c2c1C	-6.1	3.6%	-9.6%	-7.3%	-4.5%	-6.1%	1.4%	-1.5%	?	-3.0%	?
CCC(=O)Nc1ccc(NC(=O)c2ccccc2)nc1	3.6	0.3%	9.6%	-2.1%	5.8%	6.5%	-2.4%	4.6%	?	4.8%	?
O=C(O)c1cc(S(=O)(=O)N2CCCC2)ccc1Br	-3.5	1.3%	3.9%[7.66 µM]	-2.2%	9.4%	-0.2%	-4.6%	6.0%	1.9%	1.2%	0.2%
Cc1cc(C(=O)NCc2ccccc2F)c2ccccc2n1	-7.3	0.4%	0.0%	-0.3%	12.8%	0.9%	-2.3%	2.3%	13.8%	-4.2%	-4.6%
CN(CCNC(=O)C1CCN(c2ncnc3c2nc2n3CCCCC2)CC1)Cc1ccccc1	-0.9	-0.5%	-36.8%	17.7%	-2.8%	0.6%	-12.0%	8.0%	-14.4%	-1.9%	-18.0%
COc1cc(OC)c2c(-c3ccccc3)cc(=O)oc2c1	-14.6	5.7%	15.6%	-3.6%	-1.7%	1.0%	-4.5%	2.0%	?	-0.2%	-2.2%
Cc1ccccc1NC(=O)CSc1nc2c(c(=O)n(C)c(=O)n2C)n1C	5.8	0.5%	31.0%	-4.7%	0.3%	3.3%	74.0%[activator]	0.3%	2.9%	-2.9%	4.2%
CCC(=O)Nc1cc(C(=O)O)ccc1Sc1ccc(Cl)cc1	-7.5	-4.3%	16.0%	-0.8%	-0.2%	-7.6%	-5.3%	-1.7%	7.5%	4.9%	-4.2%
COC(=O)c1ccc(NC(=O)c2cccc(C)c2[N+](=O)[O-])cc1	19.9	2.6%	2.4%	-0.2%	8.4%	-4.3%	-4.2%	-1.1%	?	-21.5%	5.4%
COC(=O)c1[nH]c2cccc(OC)c2c1NC(=O)CCN1CCC(C(N)=O)CC1	-2.4	1.0%	/	-1.9%	2.4%	/	/	-6.8%	1.2%	/	0.0%
Cc1ccc(C(C)C)c(Oc2cnccn2)c1	0.8	1.0%	19.7%	6.7%	5.9%	-1.1%	-0.1%	4.4%	2.9%	5.7%	7.7%
COc1cccc(CNC(=O)C2CCC(CNS(=O)(=O)c3cccc4cccnc34)CC2)c1 (centres undefined)	-0.7	0.7%	-23.5%	-0.7%	2.8%	9.4%	-2.6%	3.6%	0.6%	-0.9%	-7.9%
O=C1N/C(=N\N=C\c2cccs2)SC1Cc1ccc(Cl)cc1 (centres undefined)	28.7	-0.2%	2.1%	3.3%	4.4%	3.3%[46.1 µM]	-0.6%	-4.8%	?	1.6%	21.2%
CCCC(=O)Nc1ccc2c(c1)Cc1ccccc1-2	-13.7	-0.8%	4.8%	0.6%	10.0%	12.5%	-0.1%	9.9%	-4.4%	2.8%	?
CCOC(=O)N1CCN(S(=O)(=O)c2ccc(C(=O)N(CCCN(C)C)c3nc4ccc(CC)cc4s3)cc2)CC1	11.9	3.1%	-32.3%	-9.1%	-4.2%	-2.1%	-4.4%	-1.0%	1.7%	-10.6%	14.2%
COc1cccc(C(=O)OCCN2C(=O)c3ccccc3C2=O)c1OC	-2.6	-4.7%	21.7%	-0.5%	5.9%[15.4 µM]	-4.4%	-3.1%	1.3%	-10.4%	4.5%	1.9%
CC(C)(C)OC(=O)n1cc(/C=N/NC(=O)c2ccco2)c2ccccc21	5.8	0.1%	0.0%	-4.0%	6.2%	5.8%	-0.9%	3.3%	?	-10.3%	?
COc1ccc(OC)c(CNC(=O)C2CCN(S(C)(=O)=O)CC2)c1	4.1	2.0%	35.1%	4.2%	2.1%	6.1%	-6.4%	0.3%	-4.5%	-0.2%	36.5%
Cn1c(Cn2cnc([N+](=O)[O-])n2)nnc1SCC(=O)Nc1ccccc1	-2.2	-3.1%	-8.8%	-1.6%	0.6%	-4.3%[46.1 µM]	-6.8%	12.1%	-8.5%	4.7%	10.4%
Cc1ccc(S(=O)(=O)N(C)C)cc1NC(=O)c1cc(-c2ccco2)nc2ccccc12	-4.8	3.4%	0.0%	-7.4%	-8.1%	-2.3%	2.0%	-5.7%	0.9%	160.1%[activator]	-3.9%
O=C(Nc1ccccc1)OCCCc1ccccc1	-11.2	-2.5%	7.7%	3.5%	-10.2%	-7.9%	-2.4%	6.4%	?	5.6%	?
Cc1occc1-c1nnc(SCC(N)=O)n1Cc1ccccc1	-1.6	-1.3%	11.5%[7.66 µM]	-1.0%	5.8%	-3.5%	-6.2%	1.9%	?	3.6%	-1.8%
NS(=O)(=O)c1ccc(CCNC(=O)C(=O)c2cn(CC(=O)N3CCCC3)c3ccccc23)cc1	14.2	-2.1%	6.9%	-1.3%	2.1%	1.1%	-4.5%	4.0%	-6.7%	2.2%	-12.2%
COc1ccc(-c2nc(CS(=O)CC(=O)NCCCN3CC(C)CC(C)C3)c(C)o2)cc1OC (centres undefined)	35.6	2.2%	4.7%[7.66 µM]	-2.9%	-6.0%	2.4%	-3.3%	-6.1%	-14.4%	4.9%	-9.4%
O=C1OC(C(=O)Nc2ccccc2)Cc2ccccc21 (centres undefined)	1.6	-6.6%	?	21.3%	2.2%	1.6%	-0.5%	3.6%	?	2.8%	?
COc1ccccc1C(=O)Nc1ccc(C(=O)Nc2ccccc2C(=O)O)cc1	2.5	-0.7%	-31.5%	-0.8%	4.6%	2.1%	0.1%	3.0%	-3.1%	2.9%	17.6%
O=C(Nc1cccc(F)c1)NC1CCN(Cc2ccccc2)CC1	2.7	-12.2%	-24.0%	6.9%	-4.4%	1.2%	-0.8%	1.1%	1.0%	1.1%	-16.6%

No enrichment for hits (roughly 3.2% active in at least one column).
